M. tuberculosis: growth inhibition of non-replicating M. tuberculosis (AID 488890). Mycobacterium tuberculosis non-replicating, growth inhibition; higher % means a stronger effect. inhibition, % at 25 µM; hits with a dose series show IC50 in µM. 320,000 tested, 0.39% active; in the data active = a potency from the dose series; inconclusive = inhibition mostly from about 82% at the one dose, without a potency; inactive = the rest, 99 in 100 with inhibition below about 76%;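 also: plate controls were DMSO cells for no effect and high antibiotic wells for full effect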
PhoP GFP inhibition: Inhibition of PhoP regulon, Salmonella typhi GFP reporter cells, confirmation, 4 h (AID 1850) | inhibition, % at 50 µM, or IC50 in µM where a hit was titrated | Salmonella Typhi PhoP-promoter GFP reporter, fluorescence, 4 h; higher % means a stronger effect | 310,000 tested, 0.33% active; in the data active = a potency from the dose series; inconclusive = inhibition mostly from about 25% at the one dose, without a potency; inactive = the rest, 99 in 100 with inhibition below about 19%;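 also: 0% = induced wells with vehicle and 100% = uninduced wells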
H37Rv inhibition: M. tuberculosis growth inhibition, HTS (AID 449762); M. tuberculosis H37Rv growth inhibition, 7H9 media; higher % means a stronger effect; inhibition, % at 25 µM, or IC50 in µM where a hit was titrated; 330,000 tested, 0.59% active; in the data active = a potency from the dose series; inconclusive = inhibition above about 70% without an active follow-up result;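 also: bacterial growth assessed after seven days of incubation; strong numbers were not always called active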
H1N1 NS1A inhibition: NS1A inhibition, H1N1 influenza, cell based functional assay (AID 504329); NS1A functional cell-based assay, percent inhibition; higher % means a stronger effect; 340,000 tested, 0.3% active; inhibition, % at 12.5 µM; hits with a dose series show IC50 in µM; in the data active = a potency from the dose series; inconclusive = inhibition above about 27% without an active follow-up result; also: strong numbers were not always called active
inhibitors of VEEV: inhibitors of VEEV TC-83 cytopathic effect, confirmation, Vero cells (AID 588727). Vero cells, VEEV TC-83 cytopathic effect inhibition; higher % means a stronger effect. one-dose inhibition, % at 20 µM; IC50 in µM for titrated hits. 350,000 tested, 0.13% active; in the data active = a potency from the dose series; inconclusive = inhibition mostly from about 14% at the one dose, without a potency; inactive = the rest, 99 in 100 with inhibition below about 12%; also: strong numbers were not always called active
inhibitors of VEEV 10K pilot screen: further read-out of inhibitors of VEEV, marked with its call; inhibition, %; measured here: 10K pilot screen inhibition
Numbers without * were called inactive; i = inactive; ? = inconclusive; . = not tested or not shown; & = joins results of further samples.

SMILES	M. tuberculosis	PhoP GFP inhibition	H37Rv inhibition	H1N1 NS1A inhibition	inhibitors of VEEV	others
CCc1ccccc1NC(=O)c1cnn(-c2ccccc2)c1C	28%	-6%	0%	-3%	1.9%
Cc1cc(/C=C2/NC(=O)NC2=O)c(C)n1-c1ccc(C#N)cc1	38%	4%	-1%	1%	1.9%
CCOc1ccc(S(=O)(=O)Nc2cccc(C(=O)NCCCn3ccnc3)c2)cc1	15%	.	-12%	-7%	0.6%
C[C@H](CO)N1C[C@H](C)[C@@H](CN(C)C)Oc2c(NS(=O)(=O)c3ccccc3)cccc2C1=O	-3%	.	1%	6%	0.3%
CSc1cccc(NC(=O)COC(=O)C2CCN(S(=O)(=O)c3ccccc3)CC2)c1	6%	.	-4%	-2%	3.4%
C=C(CCO)C1=CCN(S(=O)C(C)(C)C)[C@@H]1CCO (stereo not given in full)	.	.	.	1%	0.9%
CN1CCc2c(sc(NC(=O)c3ccc(S(=O)(=O)N4CCCCCC4)cc3)c2C(N)=O)C1	7%	-8%	-5%	2%	?
COc1ccccc1CC(=O)N1CCN(c2cccc(C(F)(F)F)c2)CC1	1%	7%	2%	-2%	i
Cn1c(=O)c2c(ncn2CC(=O)OCC(=O)NC2CCCc3ccccc32)n(C)c1=O (stereo not given)	-7%	0%	0%	-2%	1.3%
COc1ccc(NC(=O)COC(=O)c2cc(Cl)ccc2O)cc1S(=O)(=O)N1CCCCC1	9%	.	-8%	-4%	i
O=C(c1ccc2c3c(cccc13)CC2)N1CCN(c2ncccn2)CC1	16%	2%	2%	-2%	i
COc1cc(CNC(=O)c2ccc3c(c2)S(=O)(=O)c2ccccc2C3=O)cc(OC)c1	10%	2%	-4%	5%	8.5%
CCOc1ccccc1-c1nc(C(N)=O)c2[nH]c(=O)n(-c3cccc(C)c3)c2n1	2%	4%	6%	-9%	8.7%
O=C(CSc1nncn1-c1cccnc1)Nc1ccccc1C(F)(F)F	-13%	-8%	-7%	-8%	1.6%
CCN1CCCc2cc(CN(CCN3CCOCC3)C(=S)Nc3cc(F)cc(F)c3)ccc21	32%	20%	-4%	3%	3.8%
COc1ccccc1C(=O)NCCC(=O)N1CCN(S(=O)(=O)c2ccccc2C(F)(F)F)CC1	.	.	.	-2%	5.8%
Cc1cc(C)c2c(n1)sc1c(O)cc(=O)[nH]c12	40%	-6%	-3%	-2%	0.3%
CCCSc1ccc([C@@H]2[C@@H]3C(=O)N(CC)C(=O)[C@@H]3[C@]3(C(=O)OC)CCCCN23)cc1OC	14%	.	-1%	9%	i
CN1CCN(C(=O)CN(C)S(=O)(=O)c2ccc3ccccc3c2)CC1	1%	-5%	-4%	.	i
Cc1ccc(CN2CC(C(=O)O)CC2=O)cc1 (stereo not given)	-13%	-1%	-3%	5%	3.9%

The last 3 compounds of the part before are carried over, then new ones follow.
SMILES	M. tuberculosis	PhoP GFP inhibition	H37Rv inhibition	H1N1 NS1A inhibition	inhibitors of VEEV	others
CCCSc1ccc([C@@H]2[C@@H]3C(=O)N(CC)C(=O)[C@@H]3[C@]3(C(=O)OC)CCCCN23)cc1OC	14%	.	-1%	9%	i
CN1CCN(C(=O)CN(C)S(=O)(=O)c2ccc3ccccc3c2)CC1	1%	-5%	-4%	.	i
Cc1ccc(CN2CC(C(=O)O)CC2=O)cc1 (stereo not given)	-13%	-1%	-3%	5%	3.9%
O=C(CCN1C(=O)/C(=C/c2ccccc2F)SC1=S)Nc1cccnc1	-10%	-15%	1%	-9%	5.1%
Cc1oc(-c2ccccc2Cl)[n+]([O-])c1C	32%	-11%	0%	-3%	13%
Cc1nnc(NC(=O)CSc2nnc3scc(-c4ccc(C)c(C)c4)n23)s1	-4%	-3%	-14%	-4%	1.7%
CCc1nn(CC(=O)NC(C)CCc2ccccc2)c(=O)c2cc3occc3n12 (stereo not given)	14%	7%	6%	6%	i
COC(=O)c1cccc(Nc2nc(-c3cccnc3)nc3ccccc23)c1	9%	-1%	9%	-15%	7.8%
Cc1cccc(C(=O)OCC(=O)Nc2ccc3c(c2)OCCO3)c1	24%	.	9%	-8%	0.8%
Cc1nc(NCCc2ccccc2)sc1C(=O)O	19%	17%	3%	7%	4.5%
Cc1[nH]c(=S)c(C#N)c(C)c1Cc1ccccc1	-12%	-11%	-4%	.	0.2%
O=C(CN1CCN(Cc2ccccc2)CC1)Nc1ccc(Cl)cn1	12%	8%	-2%	-4%	2.7%
CCOc1cc(-c2conc2N)cc(OCC)c1OCC	7%	4%	7%	0%	3.2%

Gathered by group, the entries above containing two or more sulfur atoms
SMILES	M. tuberculosis	PhoP GFP inhibition	H37Rv inhibition	H1N1 NS1A inhibition	inhibitors of VEEV	others
CSc1cccc(NC(=O)COC(=O)C2CCN(S(=O)(=O)c3ccccc3)CC2)c1	6%	.	-4%	-2%	3.4%
CN1CCc2c(sc(NC(=O)c3ccc(S(=O)(=O)N4CCCCCC4)cc3)c2C(N)=O)C1	7%	-8%	-5%	2%	?
O=C(CCN1C(=O)/C(=C/c2ccccc2F)SC1=S)Nc1cccnc1	-10%	-15%	1%	-9%	5.1%
Cc1nnc(NC(=O)CSc2nnc3scc(-c4ccc(C)c(C)c4)n23)s1	-4%	-3%	-14%	-4%	1.7%

The listing continues.
SMILES	M. tuberculosis	PhoP GFP inhibition	H37Rv inhibition	H1N1 NS1A inhibition	inhibitors of VEEV	others
Cc1ccc(S(=O)(=O)N2CCCCC2)cc1NC(=O)CN1C(=O)c2ccccc2S1(=O)=O	-7%	.	2%	0%	0.5%
Cc1cc(=O)oc(C)c1C(=O)N1CCN(c2ccc(F)cc2)CC1	-7%	4%	3%	8%	0.5%
COc1ccc(S(=O)(=O)N2CCOCC2)c(Cl)c1Cl	-8%	-10%	2%	-4%	i
COC(=O)CNC(=O)Cn1cnc2sc(C)c(S(=O)(=O)N3CCC(C)CC3)c2c1=O	-2%	-7%	1%	0%	1.9%
COc1cccc(NC(=O)COC(=O)c2ccc(F)cc2F)c1	?	9%	62%	-9%	1.8%
CCOC(=O)COc1cc(OCC(=O)OCC)c2c3c(c(=O)oc2c1)CCCC3	?	-3%	?	-8%	8.1%
Cc1cc(C)n2nc(SCCOc3ccc(F)cc3)nc2n1	-9%	3%	-2%	2%	1.8%
CN(C)/C=C/C(=O)C(F)(F)F	1%	-17%	7%	0%	i
CCc1ccc(CNCCc2ccccc2F)cc1	8%	19%	0%	-9%	i
O=C(O)c1cccc(S(=O)(=O)N2CCN(c3ccccn3)CC2)c1	1%	-3%	1%	-1%	0.3%
CCOc1ccc(S(=O)(=O)N2CCCC(C(=O)N3CCOCC3)C2)cc1C (stereo not given)	6%	-3%	-17%	-6%	2.4%
COC(=O)c1cc2c(ccn2-c2ccc(F)cc2)n1CC(C)C	19%	-6%	2%	-1%	0.8%
CCOc1ccc2[nH]c(=O)c(C(c3nnnn3C3CCCCC3)N3CCN(CC)CC3)cc2c1 (stereo not given)	7%	0%&9%	-8%	-5%	i
Cc1cc2ncc(-c3cccc(Cl)c3)cn2n1	7%	-9%	3%	14%	4.1%
NCCCCCc1nnc(SCc2ccc(Cl)c(Cl)c2)o1	38%	-6%	-4%	-7%	2.6%
COc1cc(/C=C/C(=O)OCC(=O)NC2CC2)cc(OC)c1OC	6%	.	4%	-15%	0.7%
COc1ccc(-c2sc3cc4c(cc3c2C#CC2(N)CCCCC2)OCO4)cc1	?	.	?	5%	i	inhibitors of VEEV 10K pilot screen=0.0
COc1ccc(C2Nc3ccccc3C(=O)N2NS(C)(=O)=O)cc1 (stereo not given)	-12%	2%	-1%	5%	i
COc1ccc(CCCC(=O)NC2CCCCC2C)c(C)c1 (stereo not given)	38%	-4%	-6%	-19%	0.4%
CCCCn1c(N)c(N(CC)C(=O)CCNC(=O)c2ccc(Cl)cc2)c(=O)[nH]c1=O	35%	.	3%	-2%	1.0%
COc1ccc(NC(=O)Nc2ccc3c(c2)C(=O)N([C@H](C)CO)C[C@H](C)[C@@H](CN(C)C(=O)Nc2ccccc2)O3)cc1	5%	.	-4%	0%	0.3%
CCCOC(=O)CSC1=C(C#N)C(c2ccccc2OC)C(C#N)C(=O)N1 (stereo not given)	5%	-3%	4%	-1%	3.6%
O=C(c1ccccc1)N1CCN(c2ncnc3c2cnn3-c2ccccc2)CC1	15%	5%	10%	6%	i
CC(NC(=O)Nn1cnnc1)(C(F)(F)F)C(F)(F)F	-2%	3%	-6%	20%	i
N#CC(c1ccccc1)N(CCCCl)C(=O)c1ccccc1 (stereo not given)	8%	-3%	-7%	-3%	0.5%	inhibitors of VEEV 10K pilot screen=0.3
O=c1nc2s/c(=C\c3ccc(-c4ccccc4[N+](=O)[O-])o3)c(=O)n2nc1-c1ccccc1	.	-5%	.	4%	2.7%
O=c1c(Br)c(NCc2ccccc2)cnn1-c1ccc(F)cc1	53%	-3%	-6%	1%	0.5%
CCOC(=O)/C=C1\CN(CCC(C)C)S(=O)(=O)c2ccccc21	3%	-17%	-4%	-4%	0.9%
CN1C(=O)C(Cc2ccsc2)C(=O)N(C)C1=O	0%	-5%	1%	-1%	i
Cc1ccc(SCCNC(=O)c2ccccc2C)cc1	27%	1%	1%	-25%	i
NC(=O)C1=C[C@H](c2ccc3c(c2)OCO3)C[C@H](OCc2ccc(CO)cc2)O1	14%	0%	6%	-1%	0.7%
Cc1cc(C)c2c(c1)/C(=N/Nc1ccc(S(N)(=O)=O)cc1[N+](=O)[O-])CCC2	11%	14%	6%	-30%	2.2%
O=C(NCCCc1ccccc1)c1ccc(CS(=O)Cc2ccccc2Cl)o1 (stereo not given)	30%	8%	3%	-1%	0.4%
CCCc1cc(=O)[nH]c(SCC(=O)c2cc(C)n(CCOC)c2C)n1	7%	-13%	-8%	2%	4.6%
COc1cc(/C=C/c2noc(-c3ccccc3O)n2)cc(OC)c1OC	-6%	-6%	8%	1%	2.1%
COc1ccc(CCC(N)=O)cc1OC	-4%	-1%	-5%	5%	0.7%
c1cc(-c2nn[nH]n2)ccc1CN1CCCCC1	-8%	-2%	-3%	-14%	0.2%
CCOC(=O)c1ccc(NC(=S)Nc2ccc3[nH]c(=O)[nH]c3c2)cc1	74%	7%	91%	-1%	3.0%
O=C1c2ccccc2C(Nc2cccnc2)N1Cc1ccccc1Cl (stereo not given)	10%	-3%	10%	-3%	7.1%
Cc1ccc(CN(C)C(=O)c2cc(S(=O)(=O)N3CCOCC3)ccc2F)o1	-2%	.	-1%	4%	0.2%
COc1cccc(C(c2c(NC(=O)c3ccccc3)sc(C)c2C)N2CCN(C)CC2)c1 (stereo not given)	51%	-7%	10%	12%	0.9%
C=CCC[C@H](Cc1ccc(F)cc1)C(=O)OC[C@H](Cc1c[nH]c2ccccc12)NC(=O)[C@H](CC=C)CC(=O)NCCO	15%	.	6%	1%	2.5%
Cc1nnc(N(C)C(=O)c2ccc3c(c2)OCO3)s1	-5%	-1%	-2%	4%	0.4%
COc1ccc(NS(=O)(=O)c2ccc3c(c2)CCN3C(=O)CCC(=O)O)cc1OC	1%	-1%	-4%	3%	0.2%
O=C(CSc1nc2ccccc2n1CC(=O)N1CCCC1)NCc1ccc2c(c1)OCO2	4%	9%	-1%	2%	0.4%
CN(CC(=O)Nc1ccc(N2CCOCC2)cc1)CC(=O)Nc1ccc(N2CCOCC2)cc1	3%	2%	-3%	0%	0.9%
O=C1c2cccnc2C(=O)N1Cc1ccc(S(=O)(=O)N2CCN(c3ccc(Cl)cc3)CC2)cc1	3%	-41%	6%	-8%	2.8%
O=C1CCSc2ccc(Cl)cc2N1Cc1cccc(Cl)c1	6%	0%	7%	-7%	4.3%
O=C(NCCc1ccc(Cl)cc1)C1CCC(=O)N1Cc1ccc(F)cc1 (stereo not given)	.	.	1%	9%	1.4%
C=CC[C@@H](CC(=O)N(CCO)Cc1ccccc1)C(=O)N[C@H](COC(=O)[C@@H](CC=C)CC(=O)OC(C)(C)C)Cc1c[nH]c2ccccc12	42%	.	8%	12%	i

More results follow.
SMILES	M. tuberculosis	PhoP GFP inhibition	H37Rv inhibition	H1N1 NS1A inhibition	inhibitors of VEEV	others
c1ccc(-c2ccc(-c3ccccn3)s2)nc1	6%	4%	5%	-6%	3.7%
CCOC(=O)c1sc(C)c2c(=O)n(Cc3ccc(Cl)cc3)cnc12	2%	0%	8%	-5%	0.1%
CS(=O)(=O)N1CCN(C(=O)c2cc(-c3ccncc3)nc3ccc(Cl)cc23)CC1	1%	-3%	-4%	2%	8.4%
CC(=O)OC(CC(=O)O)C[N+](C)(C)C (stereo not given)	2%	-11%	12%	0%	1.5%
CCOc1ccc(Cl)cc1S(=O)(=O)NCc1ccccn1	5%	-3%	2%	0%	0.7%
N#Cc1cc2c(nc1SCc1ccccc1)CCC2	2%	1%	-16%	6%	0.7%
Cc1cc(C)c2c3c(c(-c4ccccc4)n2n1)c(=O)n(C)c(=O)n3C	.	.	.	-10%	i

Screens as filed in PubChem BioAssay.
